GLS inh – qHTS for Inhibitors of Glutaminase (GLS). Glutaminase kidney isoform, mitochondrial (Homo sapiens), O94925. GLS enzymatic activity, qHTS titration. Potency, µM (top dose mostly 45.5 µM), inactives show at the top dose activity change, negative = inhibition, actives largely listed as inhibitors. 410,000 compounds, 0.21% hits. AID 624170, 2012; note: potency is the fitted concentration of half-maximal effect
Target sequence (O94925 whole entry, looked up, canonical isoform): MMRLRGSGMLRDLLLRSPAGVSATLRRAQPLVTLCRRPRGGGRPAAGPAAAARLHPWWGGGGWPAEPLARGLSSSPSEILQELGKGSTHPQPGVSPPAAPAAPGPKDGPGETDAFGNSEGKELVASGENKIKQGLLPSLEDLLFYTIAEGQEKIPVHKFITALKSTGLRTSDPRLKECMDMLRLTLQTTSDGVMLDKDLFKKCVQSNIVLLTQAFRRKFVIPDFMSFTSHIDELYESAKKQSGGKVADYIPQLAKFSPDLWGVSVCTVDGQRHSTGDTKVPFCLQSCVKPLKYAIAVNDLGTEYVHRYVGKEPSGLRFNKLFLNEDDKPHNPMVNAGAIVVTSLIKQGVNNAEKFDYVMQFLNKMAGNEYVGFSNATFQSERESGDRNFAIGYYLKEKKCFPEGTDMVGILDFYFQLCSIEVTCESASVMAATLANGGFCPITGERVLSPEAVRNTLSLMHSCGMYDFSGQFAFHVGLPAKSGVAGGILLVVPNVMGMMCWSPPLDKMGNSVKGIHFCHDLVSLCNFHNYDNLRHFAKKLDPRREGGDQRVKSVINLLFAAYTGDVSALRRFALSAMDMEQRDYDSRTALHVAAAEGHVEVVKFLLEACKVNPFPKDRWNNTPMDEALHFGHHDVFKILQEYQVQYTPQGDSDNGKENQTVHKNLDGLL
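Assay buffer: 45 mM KH2PO4 pH 8.2, 0.02% Tween-20. hKGA acts on L-glutamine (1 mM solution added); product glutamate is reported by an oxidase/peroxidase Amplex Red coupling, with fluorescence taken at baseline and 30 min.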
PI4K2A inh – qHTS for small molecular inhibitors of PI4K2A. purified PI4K2A, ADP-Glo luminescence, 1 h; stronger effect = lower value. Phosphatidylinositol 4-kinase type 2-alpha (Homo sapiens), Q9BTU6. activity change, negative = inhibition, % at 76.9 µM. 420,000 compounds, 0.13% hits; in the data active = activity change below about -50%; inconclusive = mostly about -30% to -49%;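 note: -100% = wells without enzyme as full effect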
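ADP-Glo luminescence measured ADP generated by PI4K2A enzyme (4 ug/mL before mixing) with 1.2 mM PI substrate (pre-mix) and 300 microM ATP (pre-mix). Tris pH7.5 buffer with MgCl2, Triton X-100; 1 h reaction at ambient temperature.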
G9a block – qHTS Assay for Inhibitors of Histone Lysine Methyltransferase G9a | Histone-lysine N-methyltransferase EHMT2 (Homo sapiens), Q96KQ7 | G9a H3K9 monomethylation, AlphaScreen, 2 h | Potency, µM (highest dose often 102 µM), for inactives: top-dose activity, negative = inhibition, most hits filed as inhibitors | 350,000 compounds, 8.8% hits; note: potency is the fitted concentration of half-maximal effect; nearly all actives have a fitted effect of over 75% in size
Target sequence (Q96KQ7 913-1193 limits assumed): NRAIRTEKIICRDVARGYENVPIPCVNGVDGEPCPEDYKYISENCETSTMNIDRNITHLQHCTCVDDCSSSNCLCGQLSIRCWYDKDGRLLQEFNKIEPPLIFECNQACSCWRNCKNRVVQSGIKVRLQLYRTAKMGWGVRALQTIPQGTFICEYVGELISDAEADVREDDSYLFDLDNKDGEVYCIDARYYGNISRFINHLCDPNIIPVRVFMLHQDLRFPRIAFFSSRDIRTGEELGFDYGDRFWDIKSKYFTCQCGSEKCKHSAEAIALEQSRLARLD
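Chemiluminescent proximity detection of H3K9 monomethylation, read after 10 min bead incubation in the dark. Reaction: 20 nM G9a, 500 nM biotin-H3K9 peptide, 20 uM SAM cofactor, 2 h, room temperature, following 15 min enzyme-compound preincubation.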
Numbers without * were called inactive; ? = inconclusive; / = no result given; & = joins results of further samples; [ ] = dose if it differs, or a comment. Unless noted, calls come from the whole dose curve; as a rule, active = well fitted curve in the direction sought with a large enough effect; inconclusive = small, poorly fitted or top-dose-only effect, or another doubt; inactive = no such curve, though single readings can be large; an effect the other way counts as inactive or inconclusive. Unless noted, % is set by controls: 0 for no effect and ±100 for the full control effect.

SMILES | GLS inh | PI4K2A inh | G9a block
CC(=O)Oc1c(C)cc(OCC(O)CNC(C)C)c(C)c1C (stereo not drawn) | 4.7% | / | 8.6%[59 µM]
O=C(O)[C@H](CC(=O)N1C[C@H]2CCCC[C@H]2C1)Cc1ccccc1 | 3.7% | / | 5.4%[12.7 µM]
CCCCCCCCCCCCCCCCCC[N+](C)(C)CCC[Si](OC)(OC)OC | -17.2% | / | 30.3%[59 µM]
O=C(O)COc1ccccc1/C=N/NC(=O)c1ccncc1 | 3.4% | / | 5.2%[12.7 µM]
O=C(O)c1ccc(N[C@@H]2OC[C@@H](O)[C@@H](O)[C@@H]2O)cc1 | 8.8% | / | -23.8%[12.7 µM]
NC(=S)NS(=O)(=O)c1ccc(N)cc1 | 12.2% | / | ?
C[C@H](CCCC(C)(C)O)[C@H]1CC[C@H]2[C@@H]3CC=C4C[C@@H](O)CC[C@]4(C)[C@H]3CC[C@]12C | 11.9% | / | 5.1%[12.7 µM]
CN(C)CCCOC1C(C(O)CO)OC2OC(C)(C)O[C@@H]21 (stereo partly drawn) | -6.5% | / | 2.3%[2.33 µM]
C[Si](C)(C)O[Si](C)(C)C | 7.0% | / | 24.1%[59 µM]
CCCCCCCCCCCCCCCC(=O)OCC(COC(=O)CCCCCCCCCCCCCCC)OC(=O)CCCCCCCCCCCCCCC | 0.6% | / | -22.0%[12.7 µM]
CC/C(=C(/CC)c1ccc(OP(=O)(O)O)cc1)c1ccc(OP(=O)(O)O)cc1 | -0.3% | / | -1.4%[12.7 µM]
CCCc1nc(C(C)(C)O)c(C(=O)OCc2oc(=O)oc2C)n1Cc1ccc(-c2ccccc2-c2nn[nH]n2)cc1 | -22.5% | / | -33.1%[2.33 µM]

The list goes on (two carried over from the part before).
SMILES | GLS inh | PI4K2A inh | G9a block
CC/C(=C(/CC)c1ccc(OP(=O)(O)O)cc1)c1ccc(OP(=O)(O)O)cc1 | -0.3% | / | -1.4%[12.7 µM]
CCCc1nc(C(C)(C)O)c(C(=O)OCc2oc(=O)oc2C)n1Cc1ccc(-c2ccccc2-c2nn[nH]n2)cc1 | -22.5% | / | -33.1%[2.33 µM]
CCN(CC)C(=O)c1cccnc1 | -0.8% | / | 2.6%[12.7 µM]
CN(N=O)C(=O)N[C@H]1[C@@H](O)[C@H](O)[C@H](CO)O[C@@H]1O | 5.6%[20 µM] | / | 11.2%[21.5 µM]
CO[C@H]1C[C@@H]2CC[C@@H](C)[C@@](O)(O2)C(=O)C(=O)N2CCCC[C@H]2C(=O)O[C@H]([C@H](C)C[C@@H]2CC[C@@H](O)[C@H](OC)C2)CC(=O)[C@H](C)/C=C(\C)[C@@H](O)[C@@H](OC)C(=O)[C@H](C)C[C@H](C)/C=C/C=C/C=C/1C | -2.2% | / | -18.5%[12.7 µM]
Cn1nnnc1SCC1=C(C(=O)O)N2C(=O)[C@@H](NC(=O)[C@@H](O)c3ccccc3)[C@@H]2SC1 | -10.4%[20 µM] | / | ?
C/C=C1\C2C=C(C)CC1(N)c1ccc(=O)[nH]c1C2 (stereo not drawn) | -5.7% | / | 27.8%&11.8%[59 µM]
COC(=O)CC[C@H](N)C(=O)O | -3.7% | / | 2.6%[12.7 µM]
C[C@@H]1CCN(C(=O)[C@H](CCCNC(=N)N)NS(=O)(=O)c2cccc3c2NC[C@H](C)C3)[C@@H](C(=O)O)C1 | 19.8% | / | 29.9%[59 µM]
CCN(CC)CCC[C@H](C)Nc1c2ccc(Cl)cc2nc2ccc(OC)cc12 | 24.0% | / | ?
Cc1cnc(C(=O)O)cn1 | 1.9% | / | ?
CC1(C)C2CC[C@]1(C)[C@@H](O)C2 | 3.1% | / | 2.7%[12.7 µM]
C=Cc1c(C)/c2[n-]/c1=C\c1[n-]c(c(CC)c1C)/C=c1\[n-]c3c(c1C)C(=O)C(C(=O)[O-])C=3c1[n-]c(c(C)c1CCC(=O)[O-])\C=2.[Cu].[Na+].[Na+] (stereo not drawn) | -128.2% | / | ?
O=C(O)[C@H]1CN(C/C=C/P(=O)(O)O)CCN1 | -6.8% | / | -28.7%[12.7 µM]
Cc1cc(O)c2c(c1)OC1(C)CCC3C(C)(C)CCCC34COC2C14 (stereo not drawn) | 22.1% | / | -50.3%[12.7 µM]
CN1C(=O)C[C@@](C#N)(C(=O)NCC(F)(F)F)[C@H]1c1ccccc1 | / | -2.3 | /
O=C1C(=O)N(Cc2ccc(-c3ccsc3)cc2)c2ccc(OC(F)(F)F)cc21 | / | 7.2 | /
O=C(CN1CCCc2ccccc21)NCc1ccc(F)cc1 | / | -3.5 | /
COc1ccc(C(=O)N[C@@H]2CC[C@@]34CCCN3C(=O)CCC[C@H]4[C@H]2C)cc1 | / | -4.3 | /
CCCC[C@H](C(=O)N(CC)c1ccccc1)[C@@H](O)c1ccc(C(C)=O)cc1 | / | -3.7 | /
c1ccc(C(O[C@H]2CCCN(CCc3ccc4c(c3)OCO4)C2)c2ccccc2)cc1 | / | -4.2 | /
Cc1cccc(C)c1NC(=O)C(c1cc2ccccc2o1)N1CCC(c2ccccc2)CC1 (stereo not drawn) | / | 0.6 | /
COC(=O)[C@]12C[C@H](CC(=O)N3CCCCC3)C(=O)N(CCC3=CCCCC3)C1=C[C@H](C(C)C)O[C@@H]2C1CC1 | / | 0.2 | /
CCCCCNC(=O)C(c1cccc2ccccc12)n1c(=O)c(-c2ccccc2)nc2ccccc21 (stereo not drawn) | / | 0.8 | /
O=C(CSc1nc2ccccc2o1)NN=C/C=C/c1ccccc1 | / | -3.5 | /
COC(=O)c1cc(S(=O)(=O)N2CCN(C(=O)C3CCCO3)CC2)cn1C (stereo not drawn) | / | -0.7 | /
CSCCC(C(=O)Nc1c(C)cccc1C)n1c(-c2cc(C)cs2)nc2ccccc21 (stereo not drawn) | / | -4.5 | /
O=C(CSc1nnc(COc2ccccc2)n1-c1ccccc1)Nc1ccc2c(c1)OCO2 | / | 8.8 | /
C=CCN1C[C@@H](COCc2ccccc2)Oc2cc(F)ccc2S1(=O)=O | / | 2.5 | /
C[C@H]1[C@@H](NC(=O)C(c2ccccc2)c2ccccc2)CC[C@@]23CCCN2C(=O)CCC[C@@H]13 | / | -3.8 | /
CCN(CC)C(=O)Cn1c2ccccc2c2nc3n(c(=O)c21)CCS3 | / | -3.0 | /
CC1(C)C=C2C(N(CC3CC3)C(=N)N2C(=O)OCc2ccccc2)n2c(=O)n(-c3ccccc3)c(=O)n21 (stereo not drawn) | / | 2.0 | /
CC(C(=O)NC1CCCC1)n1c(-c2ccccn2)nc2ccccc21 (stereo not drawn) | / | 1.0 | /
COC(=O)C1=CC[C@@H](NC(=O)OC(C)(C)C)[C@H](O)[C@H]1O[Si](C)(C)C(C)(C)C | / | 0.8 | /
Cc1ccc(-c2cc(-c3nnc(SCC(=O)N4c5ccccc5Sc5ccc(Cl)cc54)n3N)[nH]n2)cc1 | / | 4.1 | /
Cc1ccccc1CN1C(=O)CSCC1(C)C(=O)NC(C)C (stereo not drawn) | / | -2.6 | /
CCNC(=O)C[C@@H]1CC[C@@H]2NC[C@@H](O)COC[C@H]2O1 | / | 5.4 | /
CCOC(=O)[C@@]12CN(C(=O)OC(C)(C)C)CC=C1N(Cc1ccc(OC)cc1)C(=O)[C@H]2CC(=O)NCCC(C)C | / | -0.1 | /
O=S(=O)(CC1NCc2cc(F)ccc21)NC1CCCC1 (stereo not drawn) | / | -13.0 | /
S=C(NCc1ccc(Cl)cc1)OC1CCC12CCC(c1ccccc1)CC2 (stereo not drawn) | / | -1.1&-1.2 | /
CCCCCn1nnnc1C1(C)CCCCC(=O)N1Cc1ccco1 (stereo not drawn) | / | -0.5 | /
CCOC(=O)CC[C@@H]1CC[C@]2(CCCN(Cc3ccc(Cl)cc3)C2)O1 | / | 1.3 | /
CC(C)CNC(=O)OCc1cn(Cc2ccc(Cl)cc2)nn1 | / | 1.6 | /
Cc1ccc(CNC2CCC23CCC(c2ccccc2)CC3)o1 (stereo not drawn) | / | 1.6 | /
COc1cccc(C(=O)Nc2ccc(C(=O)NCC3COc4ccccc4O3)cc2)c1 (stereo not drawn) | / | 1.2 | /
C=CCN1C(=O)[C@@H](CC(=O)NCc2ccc(C)o2)[C@]2(C(=O)OCC)CCCCC/C=C/12 | / | -4.3 | /
C[C@@H]1CCN(C2CC2)S(=O)(=O)c2c(cccc2N2CCC[C@@H]2C)O1 | / | -3.6 | /
COC(=O)/C=C1\OCc2c(F)cccc21 | / | 1.4 | /
CCCC(=O)N1CCC[C@]2(CC[C@H](CCC#N)O2)C1 | / | 1.8 | /
CC(C)(C)N(NC(=O)NCCCl)C(=O)c1ccccc1Cl | / | -3.1 | /
COc1ccc(C(C(=O)Nc2c(C)cccc2C)N2CCN(C)CC2)cc1 (stereo not drawn) | / | 0.4 | /
COC(=O)[C@]12C[C@H](CC(=O)N3CCOCC3)C(=O)N(Cc3ccco3)C1=C[C@H](C1CCCC1)O[C@@H]2C | / | -2.6 | /
CC(C)CNC(=O)OCc1cn(Cc2ccccc2C(F)(F)F)nn1 | / | -4.8 | /
COC(=O)[C@@]12CCCCC3=C1N(CCC3)C(=O)[C@H]2CC(=O)NCCc1ccccc1OC | / | -4.3 | /
COc1cccc(C2CC(OCCF)=CC(=O)O2)c1 (stereo not drawn) | / | -8.8 | /
CCCCCNC(=O)C(c1ccc(-c2ccccc2)cc1)n1c(=O)c(-c2cc3ccccc3[nH]2)nc2ccccc21 (stereo not drawn) | / | -5.0 | /
C[C@H]1COc2cc(Br)ccc2S(=O)(=O)N1Cc1cn(Cc2ccc(Cl)cc2)nn1 | / | 2.0 | /
CN1C2=N[C@@H](c3ccc4c(c3)OCO4)CC(=O)N2/C(=C\c2ccccc2)[C@@H]1c1ccccc1 | / | 0.6 | /
CC(=O)CC[C@H]1CC[C@]2(CCCN(S(=O)(=O)C3CCCCC3)C2)O1 | / | 7.3 | /
C[C@H]1CCCN1c1ccc2c(c1)O[C@@H]1CCN(C1)S2(=O)=O | / | 0.2 | /
CC1(C(=O)NCc2ccccc2)CN(S(C)(=O)=O)CC(=O)N1C1CC1 (stereo not drawn) | / | -3.8 | /
Cc1cc(-c2n[nH]c(=S)n2N=Cc2cccc(Oc3ccccc3)c2)n[nH]1 | / | -7.5 | /

Retrieved by compound from the entries so far:
SMILES | GLS inh | PI4K2A inh | G9a block
Cc1cc(-c2n[nH]c(=S)n2N=Cc2cccc(Oc3ccccc3)c2)n[nH]1 | / | -7.5 | /
CC1(C(=O)NCc2ccccc2)CN(S(C)(=O)=O)CC(=O)N1C1CC1 (stereo not drawn) | / | -3.8 | /
CC(C)CNC(=O)OCc1cn(Cc2ccccc2C(F)(F)F)nn1 | / | -4.8 | /
CCCCCNC(=O)C(c1ccc(-c2ccccc2)cc1)n1c(=O)c(-c2cc3ccccc3[nH]2)nc2ccccc21 (stereo not drawn) | / | -5.0 | /
COC(=O)[C@]12C[C@H](CC(=O)N3CCOCC3)C(=O)N(Cc3ccco3)C1=C[C@H](C1CCCC1)O[C@@H]2C | / | -2.6 | /
COc1cccc(C2CC(OCCF)=CC(=O)O2)c1 (stereo not drawn) | / | -8.8 | /

(continued)
SMILES | GLS inh | PI4K2A inh | G9a block
CCCCCCCCN1C(=O)[C@H](CC(=O)NCCCOC)C[C@@]2(C(=O)OC)CC(C)(C)CC=C12 | / | -6.4 | /
O=C1CCC2(CCC(c3ccc(Cl)cc3)CC2)N1CCO (stereo not drawn) | / | -1.2 | /
CCCCOCCCNC(=O)C[C@H]1C[C@@]2(C(=O)OC)C(=C[C@H](C(C)C)O[C@@H]2C2CC2)N(CCC2=CCCCC2)C1=O | / | -0.3 | /
O=C(NCc1ccccc1)C1C(c2ccccc2)=Nc2ccccc2N1C(=O)c1cnccn1 (stereo not drawn) | / | -9.6 | /
Cn1cc([C@]2(O)C(=O)Nc3ccc(Br)cc32)c2ccccc21 | / | 5.0 | /
CC(C)(C)c1ccc(S(=O)(=O)N2CCC(C(=O)NCCC3=CCCCC3)CC2)cc1 | / | 2.7 | /
COc1ccc(OC)c(S(=O)(=O)N2CCC(c3cn4ccccc4n3)CC2)c1 | / | -4.9 | /
CC1(C(=O)Nc2ccc3c(c2)OCCO3)CSCC(=O)N1CCOc1ccccc1 (stereo not drawn) | / | 6.2 | /
COc1cccc(C=NNC(=O)CSc2nc3ccccc3[nH]2)c1O | / | 1.4 | /
COC(=O)C1CN(Cc2ccc(F)cc2)CCS(=O)(=O)N1Cc1ccc(OC)cc1 (stereo not drawn) | / | 0.5 | /
COC(=O)[C@]12C[C@H](CC(=O)N3CCOCC3)C(=O)N(Cc3ccc4c(c3)OCO4)C1=C[C@H](C(C)C)O[C@@H]2C1CC1 | / | -6.5 | /

Compound activity from PubChem BioAssay.

These rows are one share of the data. The share of hits here may be higher or lower than overall.
